procasp3 activ: activators of human procaspase-3 D3A mutant, primary screen, biochemical, absorbance, PC-3 D3A mutant, single concentration. recombinant procaspase-3 D3A, Ac-DEVD-pNA absorbance 405 nm. 0.11% of 330,000 active. activation, % at 8.5 µM;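 active = activation above the mean of all tested compounds plus 3 SD, cut at about 21% in these data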;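 also: 0% = DMSO alone and 100% = DMSO wells spiked with extra 5 µM PC-3 D3A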
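Assay system: Autoprocessing-dead procaspase-3 D3A mutant enzyme; also added: Ac-DEVD-pNA; doses: one concentration, 8.5 µM nominal, 0.8% DMSO; times: 1 h compound preincubation, 2 h substrate hydrolysis at 25 °C; technique: 405 nm absorbance of p-nitroaniline, reads at 0 and 120 min; measure: % activation between DMSO and enzyme-spiked controls; repeats: single replicate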
PP5 primary: PP5 phosphatase inhibitors, primary screen, biochemical, fluorescence; Serine/threonine-protein phosphatase 5 (Homo sapiens), P53041; purified PP5c, OMFP substrate fluorescence; inhibition, % at 6.7 µM; 0.18% of 320,000 active; AID 1987, 2009;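 active = inhibition above the campaign's mean inhibition across all tested compounds plus 3 SD, cut at about 9.5% in these data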;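 also: 0% = DMSO only and 100% = 100 µM cantharidin control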
Target sequence (P53041 whole entry, looked up): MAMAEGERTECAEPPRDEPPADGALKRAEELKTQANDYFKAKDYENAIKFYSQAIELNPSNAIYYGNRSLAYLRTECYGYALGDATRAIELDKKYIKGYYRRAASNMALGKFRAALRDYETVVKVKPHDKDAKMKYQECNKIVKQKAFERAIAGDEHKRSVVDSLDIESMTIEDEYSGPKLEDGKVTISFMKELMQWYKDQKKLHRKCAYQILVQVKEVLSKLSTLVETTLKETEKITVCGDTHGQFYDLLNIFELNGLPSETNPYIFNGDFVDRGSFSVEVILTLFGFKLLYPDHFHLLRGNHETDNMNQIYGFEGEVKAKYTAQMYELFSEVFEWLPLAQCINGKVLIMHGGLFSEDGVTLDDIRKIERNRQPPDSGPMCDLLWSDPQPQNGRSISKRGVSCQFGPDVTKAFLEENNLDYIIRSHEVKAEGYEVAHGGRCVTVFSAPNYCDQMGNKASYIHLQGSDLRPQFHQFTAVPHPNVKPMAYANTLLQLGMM
core dimer inh: inhibitors of HCV core protein dimerization, primary screen, biochemical, TR-FRET, high-throughput; TR-FRET GST/Flag-core106 dimerization, 1536-well; inhibition, % at 5 µM; 0.33% of 300,000 active; AID 1899, 2009;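 active = inhibition above the mean of all tested compounds plus 3 SD, set per screening campaign, cut at about 45% in these data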
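Assay system – GST-tagged and Flag-tagged HCV core protein residues 1-106 · Quantity – core106 proteins, GST 13.5 nM and Flag 17 nM · Benchmarks – unlabelled core106 and no-GST-core106 wells · Read-out basis – percent inhibition of core106 dimerization signal · Detection – time-resolved FRET, ex 340 nm, em 617 and 671 nm · Schedule – 4 h at 22.5 °C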
JMJD2C inh: inhibitors of GASC-1 histone demethylase, primary screen, biochemical, fluorescence, DELFIA europium | Lysine-specific demethylase 4C (Homo sapiens), Q9H3R0 | GST-JMJD2C(1-420) H3K9me3 demethylation | inhibition, % at 2.35 µM | 0.069% of 330,000 active | AID 2099, 2009;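 active = more than half of a compound's replicate wells show inhibition beyond 50%, single wells judged on their own value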;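 also: signal counts dimethyl H3K9 product captured on neutravidin plate; 0% = median of DMSO wells and 100% = 0.3 times that DMSO median; strong numbers were not always called active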
Fh CTSL1 inh: Fasciola hepatica cathepsin L1 inhibitors, primary screen, counter-screen for PFM18AAP inhibitor project, biochemical, QFRET, fluorogenic peptide substrate; AID 1906, 2009; inhibition, % at 5.96 µM; recombinant F. hepatica cathepsin L1, Z-Leu-Arg-MCA fluorescence; 0.49% of 300,000 active;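 active = inhibition above the mean of all tested compounds plus 3 SD, set per screening campaign, cut at about 17% in these data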;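 also: 0% = plate median of test compound wells and 100% = 1 µM Z-Phe-Ala-diazomethylketone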
Efflux pump mplx: inhibitors of Candida efflux pumps in yeast, primary screen, S. cerevisiae, Nile Red, multiplex; inhibition, % at 10 µM; AID 485275, 2010; S. cerevisiae Candida pump triplex; 0.44% of 330,000 active;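 active = plate passing quality check with inhibition over a set limit, or well fluorescence over plate mean plus 4 SD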;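 also: Nile Red retained in pooled yeast measured as flow cytometry median fluorescence; 0% = buffer negative control and 100% = Enniatin B positive control; higher means more Nile Red kept so more efflux inhibition; some compounds called inactive have numbers as strong as hits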
TPT1 inh: Candida albicans TPT1 enzyme inhibitors, primary screen, biochemical, fluorescence polarization | AID 1962, 2009 | 0.81% of 300,000 active | tRNA 2'-phosphotransferase TPT1 (Candida albicans SC5314) | inhibition, % at 5 µM | recombinant caTPT1, FP RNA substrate dephosphorylation;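 active = inhibition above the mean of all tested compounds plus 3 SD, set per screening campaign, cut at about 24% in these data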;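 also: plate controls were DMSO alone for no effect and ferristatin control at 100 nM for full effect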
PP1 inh: PP1-alpha phosphatase inhibitors, primary screen, counter-screen for PP5 inhibitor project, biochemical, fluorescence, OMFP substrate, single point; Serine/threonine-protein phosphatase PP1-alpha catalytic subunit (Homo sapiens), P62136; purified PP1alpha; inhibition, % at 6.7 µM; 0.9% of 320,000 active; AID 2235, 2010;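 active = inhibition above the mean inhibition of all tested compounds plus 3 SD, computed separately for each screening campaign, cut at about 15% in these data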
Target sequence (P62136 whole entry, looked up): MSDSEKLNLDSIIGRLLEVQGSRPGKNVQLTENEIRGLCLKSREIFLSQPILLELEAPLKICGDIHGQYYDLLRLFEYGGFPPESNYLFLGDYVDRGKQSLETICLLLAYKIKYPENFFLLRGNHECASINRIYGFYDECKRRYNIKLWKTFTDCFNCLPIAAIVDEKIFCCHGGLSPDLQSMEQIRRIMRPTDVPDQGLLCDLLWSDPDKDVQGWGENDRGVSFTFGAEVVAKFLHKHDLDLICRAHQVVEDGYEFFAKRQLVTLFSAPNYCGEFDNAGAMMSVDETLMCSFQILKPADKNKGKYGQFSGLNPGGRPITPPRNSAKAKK
procasp7 counter: procaspase-7 activators, primary screen, counter-screen for procaspase-3 activator project, biochemical, absorbance, HTS, human; activation, % at 8.5 µM; recombinant procaspase-7, Ac-DEVD-pNA absorbance 405 nm; D23A/D198A/D206A triple mutant, cannot self-cleave; scale: DMSO 0, 5 µM enzyme 100; 0.093% of 330,000 active; Caspase-7 (Homo sapiens), P55210;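 active = percent activation above the screen-wide mean plus 3 SD, cut at about 25% in these data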
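Detection: p-Nitroaniline absorbance at 405 nm, read at 0 and 120 min; system: Uncleavable procaspase-7 mutant enzyme; evaluation: % activation from two-timepoint absorbance difference, scaled to controls; times: 1 h enzyme–compound preincubation and 2 h substrate reaction, both 25 °C; buffer or medium: Zinc-free HEPES pH 7.4 with 300 mM NaCl, 0.01% Triton X-100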
The depositor's hits bear a star; . = no result given; & = joins results of further samples.

Values run as follows: procasp3 activ	PP5 primary	core dimer inh	JMJD2C inh	Fh CTSL1 inh	Efflux pump mplx	TPT1 inh	PP1 inh	procasp7 counter
- C/[N+]([O-])=C\C1C(=O)CCCC1=O
  0	0.1	-3	-15	0	0.0	-2	-5	-11
- Cc1cccc(N2CCN(S(=O)(=O)c3ccc4c(c3)CCC(=O)N4)CC2C)c1 (stereo unspecified)
  4	0.8	-2	8	-5	-0.1	2	-1	-2
- CCOc1ccc(NC(=O)CCN2CCN(C)CC2)cc1
  5	-3.7	7	-9	2	-0.2	-1	-2	-3
- CCOc1ccc(N(C)S(=O)(=O)c2cc(-c3cc(C)no3)ccc2CC)cc1
  4	4.0	0	-11	-1	-0.2	-1	1	4
- CC1(C)NC(=O)N(CCCCOc2ccc3c(c2)CCC3)C1=O
  1	-0.5	-2	12	0	-0.1	0	-3	1
- Cn1c(NC(=O)CCc2ccccc2)cc(=O)n(C)c1=O
  7	2.6	-27	-4	-2	0.0	-6	-2	0
- Cc1cc(/C=N/NC(=O)c2ccccc2F)c(C)n1-c1ccccc1
  4	2.1	5	2	1	0.0	2	-2	3
- COc1ccc(-c2ncc(CN3CCN(CCC(C)C)C(CCO)C3)cn2)cc1 (stereo unspecified)
  10	2.8	2	4	-1	0.0	1	1	2
- C=C1C[C@H](O)[C@@H]2[C@H](OC(=O)[C@H]2C)[C@H]2[C@H](C)[C@@H](O)C[C@@H]12
  1	-1.8	.	-4	.	-0.1	.	-5	7
- COc1ccc(NC(=O)C2CCC(CNc3c(N4CCCCC4)c(=O)c3=O)CC2)cc1OC (stereo unspecified)
  8	0.8	0	-13	-3	0.1	1	-4	1
- COC(=O)N/N=C\c1ccc(OC(=O)c2ccco2)cc1
  -1	0.1	1	-2	-6	-0.2	-4	-5	9
- CCOCC(=O)Nc1ccc(S(=O)(=O)N2CCOCC2)cc1
  1	-2.5	-3	-21	4	-0.2	-5	-1	-1
- Cc1sc(NC(=O)c2sc3nc4c(C)cccc4cc3c2N)c(C#N)c1C
  -10	0.4	47*	0	5	0.1	25*	17*	-7
- CC(C)c1nnc(NC(=O)C2CCCN(C(=O)Nc3ccc(F)cc3)C2)s1 (stereo unspecified)
  6	3.3	10	-19	-1	-0.1	3	-1	10
- O=C(CCCN1C(=O)c2ccccc2C1=O)Nc1ccccn1
  -4	-5.1	-7	19	-9	-0.1	-1	2	-7
- Cc1ccc(NC(=O)COC(=O)CSC(=S)N2CCOCC2)cc1C
  3	-0.3	-1	-4	-24	0.1	3	-2	-1
- COc1ccc(/C=C/c2nc3ccccc3n2C)cc1
  -2	0.8	2	0	1	-0.1	-2	-8	-5
- Cc1ccc(NC(=O)COc2ccccc2C(N)=O)cc1S(=O)(=O)N1CCCCCC1
  6	1.6	.	.	.	0.1	.	-2	2
- CCCN1CCN(C(=O)c2ccccc2-c2nc3ccccc3s2)CC1
  -7	1.4	3	-6	2	0.3	0	-13	-14
- CC1=C(C(=O)OCC2CCCO2)C(c2coc3ccc(C)cc3c2=O)C2=C(CCCC2=O)N1 (stereo unspecified)
  3	-1.6	3	8	-2	0.1	-3	-2	1
- COc1cc(-c2nn3c(-c4cccnc4)nnc3s2)cc(OC)c1OC
  -11	1.8	4	4	1	0.0	-2	3	2
- CCN(Cc1ccccc1OC)CC1CCCN(CCc2cccc(OC)c2)C1 (stereo unspecified)
  13	0.4	1	-9	1	0.0	3	-3	-4
- CCOc1ccc(NC(=O)COc2nsnc2N2CCCCC2)cc1
  3	-0.2	0	2	-8	-0.1	0	0	3
- CCOc1ccc(N=Nc2c(C)noc2C)cc1
  2	6.2	-2	.	7	0.0	1	-3	-4
- O=C(c1ccccc1)c1ccc2nc(N3CCCCC3)c3nncn3c2c1
  -2	3.8	12	-4	-1	0.1	4	4	11
- COc1cc(CCCN2C(=O)C(=O)NC[C@H]2Cc2cccc3ccccc23)cc(OC)c1OC
  10	0.9	9	7	-1	0.0	2	3	1
- COc1ccc(N=Nc2ccc3ccccc3c2)c(O)c1
  -12	-0.3	-6	-34	-2	-0.2	-3	-2	-3
- O=C(NCCN1C(=O)S/C(=C\c2ccccc2)C1=O)c1cc(S(=O)(=O)N2CCOCC2)c(Cl)cc1Cl
  2	3.0	13	1	3	-0.3	2	11	2
- COc1cc(OC)cc(C(=O)N[C@H](C(=O)Nc2cccc(S(=O)(=O)N3CCCC3)c2)C(C)C)c1
  -7	1.1	6	14	0	-0.1	-1	1	8
- O=C(N/N=C/c1ccccc1Cl)c1n[nH]c2c1CCCC2
  -2	1.2	-1	3	0	0.3	0	-2	0
- O=C(N/N=C/c1cccc([N+](=O)[O-])c1)c1cc(-c2ccc3c4c(cccc24)CC3)n[nH]1
  7	1.3	43	15	2	0.2	1	-5	-2
- CC(=O)N(C)c1ccc(N=Cc2c(O)ccc3ccccc23)cc1
  -8	3.2	-2	1	5	-0.2	-1	-4	-3
- COc1cc2c(cc1OC)CN(c1nc(CN3CCOCC3)nc3sc4c(c13)CCC(C)C4)CC2 (stereo unspecified)
  -1	-0.2	8	1	-1	98*	0	6	1
- CC(C)C[C@H](NS(=O)(=O)c1ccc(Br)cc1)C(=O)O
  1	5.5	-7	9	7	-0.1	-2	-3	7
- Cn1cnnc1SC1c2cccc3cccc(c23)C1NS(=O)(=O)c1ccc(Cl)cc1 (stereo unspecified)
  -12	4.7	10	8	-1	0.3	0	4	2
- O=C1OC(N2CCN(C/C=C/c3ccccc3)CC2)c2ccccc21 (stereo unspecified)
  3	-1.7	-2	-2	4	-0.1	-6	-3	5
- Cc1ccc(NC(=O)C2CSC3(C)CCC(=O)N23)cc1S(=O)(=O)N1CCCCCC1 (stereo unspecified)
  0	1.9	.	3	.	0.0	.	-2	6
- CC(=O)Nc1ccc(NC(=O)C(C)OC(=O)c2cccc(S(=O)(=O)N3CCCC3)c2)cc1 (stereo unspecified)
  -6	1.6	-5	-3	-11	-0.1	-4	-1	-11
- Nc1nc(=S)c2ncn([C@@H]3O[C@H](CO)[C@@H](O)[C@H]3O)c2[nH]1
  -1	-1.4	2	.	0	0.0	-2	-1	-22
- CCOC(=O)[C@@H]1[C@H]2COc3ccccc3[C@H]2N2C(=O)N(c3ccc(Cl)cc3)C(=O)[C@]12C
  10	-0.2	13	6	-3	-0.1	-4	-3	-8
- CC1CN(C(=O)CSc2nc(-c3ccc(F)cc3)cs2)CC(C)O1 (stereo unspecified)
  2	2.1	2	-5	-2	0.5	1	-1	1
- CC1CCCN(c2nc(N(C)c3ccccc3)nc(N)c2[N+](=O)[O-])C1 (stereo unspecified)
  1	6.0	4	5	-2	-0.1	-4	3	6
- O=C(NCc1ccccc1CN1CCCC1)C1CCN(S(=O)(=O)c2ccc(F)c(F)c2)CC1
  5	-0.6	.	7	.	-0.1	.	-3	7
- COc1ccc(CNC(=O)C2CCCN(S(=O)(=O)c3ccc4c(c3)C(C)(C)C(=O)N4C)C2)cc1 (stereo unspecified)
  9	0.3	-4	-2	-4	-0.2	-1	-3	-1
- N#C/C(=C(/O)CCl)c1nc(-c2ccccc2)cs1
  3	-0.9	21	2	2	0.0	21	-1	0
- CC(C)(C)OC(=O)N1CCCC1C(=O)NC(Cc1ccccc1)C(=O)O (stereo unspecified)
  5	1.4	-3	2	2	-0.1	3	-2	-5
- COc1ccc(C(=O)COC(=O)CNC(=O)c2cc(OC)cc(OC)c2)cc1
  -3	-1.9	3	-15	-31	0.3	-3	-2	-5
- Cc1nnc(SC(C)C(=O)NC2CCCc3ccccc32)n1-c1ccccc1 (stereo unspecified)
  3	0.8	6	-20	-1	0.0	0	-2	0
- COCCSc1nc2c(c(=O)[nH]c(=O)n2C)n1CCC(C)C
  4	0.2	2	-7	2	-0.1	-4	-1	2
- COc1ccccc1N(CC(=O)N1CCCCC1)S(=O)(=O)c1ccccc1
  2	-0.7	-2	3	-3	0.0	0	-5	1
- c1ccc2c(c1)CCCC2C1=NCCN1 (stereo unspecified)
  12	0.0	3	-13	5	-0.1	-3	-1	2
- C#CCn1c(=NC(=O)CSCC(=O)N2CCOCC2)sc2ccccc21
  2	1.0	1	-25	-10	-0.1	-2	-2	-10
- CCOCCCNCc1cc(Cl)ccc1OCC
  4	3.4	-3	-17	-2	0.1	2	-2	3
- CC(C(=O)Nc1ccccc1C(=O)N1CCOCC1)N(c1ccccc1)S(C)(=O)=O (stereo unspecified)
  4	-1.1	0	12	-4	-0.1	-4	-7	3
- CCOc1ccc(NC(=O)Nc2ccc(Br)cn2)cc1
  11	1.4	10	2	0	-0.2	0	-2	1
- COc1ccc(Br)c(C(=O)OCC(=O)N2CCc3ccccc32)c1
  0	.	.	0	.	-0.1	.	.	-3
- COc1cccc(NC(=S)NCc2ccccc2)c1
  5	-0.2	-3	0	-1	0.0	-3	0	8
- O=C(O)CCCn1cc(NC(=O)c2c(F)cccc2F)cn1
  -2	1.8	-1	-6	-2	0.0	-4	-3	7
- Cc1ccccc1S(=O)(=O)c1cc2ccccc2nc1N
  -4	-0.3	3	27	1	-0.1	-3	0	-1
- CC(C)NC(=S)N(C)C1(c2ccccc2Cl)CCCCC1=O (stereo unspecified)
  3	-0.2	-15	2	4	-0.1	-4	3	-9
- CCCCn1c(N)c(N(CCC(C)C)C(=O)CSc2nnc(Nc3ccccc3)s2)c(=O)[nH]c1=O
  5	-1.8	4	-43	-1	0.2	0	-2	9
- O=C(NCCS(=O)CCNC(=O)C(F)(F)F)C(F)(F)F
  -1	0.3	-5	-2	0	-0.2	-1	-3	10
- COCCn1nnnc1C(c1cc2cccc(C)c2[nH]c1=O)N1CCN(c2ccccc2F)CC1 (stereo unspecified)
  -13	1.8	-3	4&1	0	0.0	0	2	2

Compound activity as filed in PubChem BioAssay.
